Screening results (PubChem)
S1P4_agonist: agonists of human S1P4 receptor. O95977. activation, % at 4.98 µM. S1P4-expressing cell line, agonist reporter assay. actives 0.35% (n = 220,000); in the data active means activation above about 11%;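 further: 0% = DMSO vehicle and 100% = reference agonist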
EP2_modulator: EP2 receptor (human) modulation | EP2-expressing cells, cAMP HTRF FRET, PGE2 co-stimulation | induction, % at 25 µM | AID 940 | actives 0.83% (n = 260,000);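 active means compounds whose cAMP rise, as percent of the full-agonist control response, exceeds 60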;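 further: rat C6 glioma line stably carrying human EP2 under a CMV promoter; the protocol text gives 20 µM as final concentration; 100% = response of wells given 1 µM PGE2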
NPY-Y1_antag: antagonists of human neuropeptide Y receptor Y1; AID 1040; P25929; actives 1% (n = 200,000); inhibition, % at 3.6 µM; HEK293-CNG Y1 cells, membrane potential fluorescence; NPY at EC95, then isoproterenol;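 active means inhibition above the campaign mean inhibition of all tested compounds plus 3 SD, cut at about 20% in these data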;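 further: 0% = DMSO wells given NPY plus isoproterenol and 100% = isoproterenol alone without NPY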
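Assay system: HEK293 cells with Y1 receptor plus CNG channel | Probe or stimulus: NPY (25 nM), isoproterenol (1 µM), Ro 20-1724 (25 µM) | Timing: Compound incubation 1 h at room temperature, readout 45 min post-stimulation | Measured by: Membrane-potential fluorescent dye readout | Benchmarks: High control isoproterenol alone, low control NPY with isoproterenol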
PGE2_EP2_inh: EP2 receptor (human) inhibition; P43116; C6 glioma cells expressing human EP2, cAMP TR-FRET; cells stimulated with saturating PGE2; inhibition, % at 25 µM; actives 0.52% (n = 260,000); AID 1422;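 active means percent inhibition above 40 after rounding to a whole number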;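 further: rat C6 glioma host cells with rolipram phosphodiesterase inhibitor present; the protocol text gives 20 µM as final concentration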
eIF4E-4G_inh: eIF4E/eIF4G interaction inhibition in translation initiation | inhibition, % at 21.7 µM | actives 0.37% (n = 220,000) | AID 782 | TR-FRET eIF4E-eIF4GI(517-606) binding, 2 h;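 active means inhibition above about 30%, limit read from the data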;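 further: 0% = full FRET control wells and 100% = background wells lacking eIF4GI fragment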
S1P4_antag: antagonists of human S1P4 receptor; inhibition, % at 4.98 µM; actives 0.26% (n = 220,000); S1P4-expressing cells, antagonist mode, reporter read-out; O95977; in the data active means inhibition above about 29%;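 further: 0% = wells stimulated with agonist and 100% = vehicle wells without agonist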
p97_inhibitor: inhibitors of human p97 ATPase. recombinant p97 ATPase, Kinase-Glo ATP luminescence, 3 h. inhibition, % at 8 µM. actives 0.42% (n = 220,000); in the data active means inhibition above about 15%;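 further: 0% = DMSO vehicle and 100% = wells lacking enzyme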
NPY2_pot_ag: human NPY-Y2 potentiation or agonism, primary screen | actives 0.45% (n = 220,000) | cells expressing NPY-Y2, potentiator/agonist read-out | activation, % at 3.6 µM | P49146; in the data active means activation above about 27%;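 further: cells stimulated with NPY near EC25 plus isoproterenol at EC100; 0% = vehicle plus submaximal agonist and 100% = vehicle plus saturating agonist; some results beyond the cut were filed as inactive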
NPY-Y1_PAM-ag: potentiates or activates human NPY-Y1 receptor | P25929 | NPY-Y1 expressing cells, potentiator/agonist activation | activation, % at 3.6 µM | actives 0.37% (n = 220,000) | AID 1304; in the data active means activation above about 33%, passing the limit was not always enough;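 further: cells stimulated with NPY at EC10 then isoproterenol at EC100; 0% = low agonist plus stimulus and 100% = saturating agonist plus stimulus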
Starred values were filed as active, the others as inactive; & = joins results of further samples; ! = repeats disagree. Only part of the results is shown; rates above refer to the full screens.

SMILES S1P4_agonist EP2_modulator NPY-Y1_antag PGE2_EP2_inh eIF4E-4G_inh S1P4_antag p97_inhibitor NPY2_pot_ag NPY-Y1_PAM-ag
CC[C@@H]1C(=O)OC[C@@H]1Cc1cncn1C 1.5&0.5&1.0 80*! 1&0&0 16&16&9&11&9 -7&-1&-4 -19&-10&-3 2&1&5 -7&-8&-6 -17&-1&0
